Source: PubChem BioAssay
SW480 rereplic – induces DNA re-replication in SW480 colon adenocarcinoma cells | SW480 DNA re-replication, Hoechst DNA content imaging, 48 h | hit rate 1.8% among 340,000 | Potency, µM (series often up to 46.1 µM), for inactives: top-dose re-replication activation, hits mostly activators; note: potency is the fitted concentration of half-maximal effect; % of control where 0% means no effect; nearly all actives have a fitted effect of over 55% in size
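Per well, 250 cells were exposed to pinned compound for 48 hr. Nuclear DNA was visualised with Hoechst (40 min, 37 C) and total object intensity recorded by fluorescence scanning.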
HT1080-NT tox – kills 2HG-producing HT-1080-NT fibrosarcoma cells; Potency, µM (titrated, usually from 46.1 µM), without a hit: at the top dose activity, negative = less viability, usual class: cytotoxic; hit rate 1.6% among 360,000; HT-1080-NT fibrosarcoma viability, CellTiter-Glo ATP luminescence, 48 h;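 note: NT is the 2HG producing partner of a matched IDH1 knockdown line; potency is the fitted concentration of half-maximal effect; 0% = DMSO-treated cells and -100% = media-only wells without cells; nearly all actives have a fitted effect of over 55% in size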
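HT-1080-NT fibrosarcoma cells (2HG-overproducing), 750 cells/well in RPMI with 5% FBS, dosed after 2 h and incubated 48 h at 37C. CellTiter-Glo luminescence normalized to DMSO and no-cell wells; concentration-response curves fitted and classed.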
KB-3-1 cytotox – KB-3-1 parental cell cytotoxicity; hit rate 1.4% among 400,000; KB-3-1 viability, CellTiter-Glo ATP luminescence, 72 h; Potency, µM (highest dose often 46.1 µM), inactives show top-dose activity change, negative = cytotoxic, actives largely listed as cytotoxic; note: potency is the fitted concentration of half-maximal effect; % is set by controls: 0 for no effect and ±100 for the full control effect; nearly all actives have a fitted effect of over 60% in size
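Cells are dispensed, compounds pinned in, plates held at 37 °C for 72 h, then CellTiter-Glo is added and luminescence read after 10 minutes. Cell line: parental KB-3-1 in phenol-red-free DMEM, 10% FBS.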
IL1B secr inh – inhibitors of inflammasome signaling (IL-1 beta secretion); activity change, % at 57.5 µM; hit rate 4.7% among 360,000; THP-1 LPS/ATP IL-1B secretion, AlphaLISA, 16 h; hits give low values; in the data active = activity change below about -50%; inconclusive = mostly about -30% to -49%; note: % is set by controls: 0 for no effect and ±100 for the full control effect
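Secreted IL-1B measured by AlphaLISA bead assay after 16 h compound exposure of THP-1 cells; compounds (final up to 57.5 uM) added 1 h before LPS (250 ng/mL) and ATP (1.25 mM) stimulation; lower signal means less secretion.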
S2 tox – viability counter-screen for ATXN expression inhibitors. S2 cells (HEK-293 line with an ATXN2-luciferase reporter) viability, CellTiter-Fluor protease fluorescence, 24 h. hit rate 0.49% among 400,000. AID 651635. Potency, µM (top dose mostly 56.7 µM), hits mostly cytotoxic; note: potency is the fitted concentration of half-maximal effect; nearly all actives have a fitted effect of over 40% in size
MCF10A rerep – DNA re-replication induction in MCF 10a cells | MCF 10A DNA re-replication, Hoechst nuclear intensity, 48 h | Potency, µM (highest dose often 46.1 µM), inactives show at the highest dose activity, positive = re-replication, usual class: activators | hit rate 2.9% among 350,000; note: potency is the fitted concentration of half-maximal effect; % of control where 0% means no effect; nearly all actives have a fitted effect of over 50% in size
HepG2 viability – kills HepG2 cells in TGF-b inhibitor counter-screen; HepG2 CAGA-GFP viability, ATP luminescence, 18 h; Potency, µM (top dose mostly 46.1 µM), for inactives: top-dose activity change, negative = cytotoxicity, usual class: cytotoxic; hit rate 0.76% among 410,000; AID 588856; note: potency is the fitted concentration of half-maximal effect; some results filed as inactive show a strong effect at the top dose
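HepG2 CAGA-GFP cells (1000/well, DMEM with 1% FBS) received compound, then TGF-beta at 500 pg/mL final, and were incubated 18 hours at 37 degrees C. Viability was read by CellTiter-Glo luminescence. Media-only wells were set as complete cell-killing and DMSO as no toxicity.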
ATXN2 expr inh – inhibitors of ATXN2 expression; Potency, µM (top dose mostly 57 µM), inactives show at the highest dose activity change, negative = inhibition, most hits filed as inhibitors; HEK-293 ATXN2-luciferase reporter, luminescence, 24 h; hit rate 0.72% among 360,000; AID 1745845; note: potency is the fitted concentration of half-maximal effect; % is set by controls: 0 for no effect and ±100 for the full control effect; nearly all actives have a fitted effect of over 55% in size
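qHTS (up to 57 uM final) was run with 24 h compound exposure of reporter cells at 37 °C. Each well was multiplexed: SteadyGlo luminescence measured ATXN2-luciferase expression after a fluorogenic Gly-Phe-AFC viability readout (25 uM final).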
HT1080 IDH1KD tx – HT-1080 IDH1 knockdown cell toxicity (counter line). HT-1080 IDH1 knockdown viability, ATP luminescence, 48 h. Potency, µM (top dose mostly 46.1 µM), without a hit: top-dose activity, negative = toxicity, usual class: cytotoxic. hit rate 2% among 360,000. AID 686971;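 note: potency is the fitted concentration of half-maximal effect; 0% = DMSO wells and -100% = cell-free medium wells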
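After a 2 h attachment period, IDH1KD HT-1080 cells took pin-transferred compound for 48 h at 37 °C; ATP-based luminescence after 10 min room-temperature reagent incubation reported viability.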
Numbers without * were called inactive; i = inactive; ? = inconclusive; . = no result given; & = joins results of further samples; [ ] = remark or other dose. Unless noted, calls come from the whole dose curve; as a rule, active = well fitted curve in the direction sought with a large enough effect; inconclusive = small, poorly fitted or top-dose-only effect, or another doubt; inactive = no such curve, though single readings can be large; an effect the other way counts as inactive or inconclusive. Not a hit list; about 8.9% have a hit in one of these screens.

SMILES	SW480 rereplic	HT1080-NT tox	KB-3-1 cytotox	IL1B secr inh	S2 tox	MCF10A rerep	HepG2 viability	ATXN2 expr inh	HT1080 IDH1KD tx
COc1ccc(C=C2CCC3C(CCCC34OCCO4)C2=O)cc1 (stereo unspecified)	.	-2%	?	-25	i	.	-49%	.	0%
CC(=O)Nc1ccc(Nc2c([N+](=O)[O-])cc(S(C)(=O)=O)cc2[N+](=O)[O-])cc1	?	-24%	-17%	53	?	-2%	-21%	?	?
O=S(=O)(O)c1nnc2sc3ccccc3n12	-33%[inhibitor]	18%	11%	48	i	2%	-8%	7%	13%
O=C(CSc1nc(-c2ccccc2)nc2ccc(F)cc12)Nc1ccc(C(=O)O)cc1	3%[1.84 µM]	-28%	-8%	43	?	-11%	-2%	1%	-5%
CC(C)c1nnc(NC(=O)CCS(=O)(=O)c2ccccc2)s1	30%	?	16%	-105*	i	?	41%	52%[activator]	?
CC1CCc2nc(NC(=O)CN3CCN(Cc4ccc5c(c4)OCO5)CC3)sc2C1 (stereo unspecified)	2%	?	?	?	i	13µM*	-42%	-18%	?
CCCN(CC(=O)Nc1ccccc1C)C(=O)c1ccc(S(=O)(=O)N2CCCCC2)cc1	-11%	-10%	34%	i	i	8%	0%	-2%	-11%
CC1CCCN(C(=O)CSc2nnc(-c3c[nH]c4ccccc34)o2)C1 (stereo unspecified)	9%	?	0%	-4	i	?	-49%	55%[activator]	-26%
O=C(NCc1ccc2c(c1)OCO2)C1CC(c2ccccc2O)=NO1 (stereo unspecified)	-3%	-5%	-2%	12	i	?	-24%	3%	0%
CC(C)NC(=O)/C=C/C(=O)O	-10%	16%	-1%	18	i	-3%	-1%	1%	22%
CCn1c(=O)c(C(=O)NNC(=O)Cc2ccccc2)c(O)c2ccccc21	?	7%	0%	1	i	20%	-6%	-5%	2%
COc1ccc(C(=O)N(C)C2CCCN(Cc3ccccc3F)C2)cc1OC (stereo unspecified)	-6%	1%	-2%	22	i	?	-2%	16%	0%
CCc1nc(OCCN(CC)CC)c2oc3ccccc3c2n1	-2%	2%	12%	-25	i	3%	-25%	-1%	1%
CCN(CC)c1ccc(/C=N/NC(=O)OC)c(O)c1	8%	-7%	0%	-9	?	-1%	-2%	13%	12%[9.24 µM]
Cc1cc2c([nH]c3ccccc32)c(C)n1	6%	-2%	21%	-16	i	?	-12%	-22%	-30%
COc1ccc(CC(=O)Oc2ccccc2[N+](=O)[O-])cc1	?	1%	4%	6	i	3%	9%	7%	2%
O=C(NCC(=O)N(c1cccnc1)C(C(=O)NC1CCCCC1)c1cccnc1)c1ccco1 (stereo unspecified)	-1%[9.22 µM]	21%	5%	9	i	-1%	-3%	0%	19%
CCCNC(=O)N(C)C[C@H]1Oc2cc(Br)ccc2S(=O)(=O)N([C@@H](C)CO)C[C@@H]1C	.	7%	4%	3	i	.	5%	0%	1%
COc1ccc(NC(=S)NC(NC(=O)c2ccc(Cl)cc2Cl)C(Cl)(Cl)Cl)c([N+](=O)[O-])c1 (stereo unspecified)	-2%	?	-8%	-95*	?	-2%	-43%	?	14%[9.24 µM]
COc1ccccc1N1CCN(Cc2cc(=O)c(OCC(=O)NC(C)C)co2)CC1	2%	9%	10%	40	i	0%	3%	-5%	9%
CCC/C(O)=C1\C(=O)CCCC1=NC(C)C(=O)O (stereo unspecified)	-10%	-3%	-3%	18	i	-8%	-19%	5%	2%[9.24 µM]
Cc1nc(-c2cc(-c3nc(-c4ccc(C(C)(C)C)cc4)no3)no2)cs1	-1%	4%	0%	-11	i	?	-48%	-12%	3%
COc1ccccc1CNC(=O)CN1C(=O)CCc2cc(S(=O)(=O)N3CCOCC3)ccc21	.	.	3%	.	i	.	-2%	5%	.
C/C=C1\COC(C(=O)NCCN2CCCC2)(C(F)(F)F)C=C1C=C1CCCCC1 (stereo unspecified)	?	-9%	-13%	-78*	?	6.5µM*	-82%&-5%	?	-13%

Five structures already listed, sorted by number of heavy atoms, rising.
SMILES	SW480 rereplic	HT1080-NT tox	KB-3-1 cytotox	IL1B secr inh	S2 tox	MCF10A rerep	HepG2 viability	ATXN2 expr inh	HT1080 IDH1KD tx
CCN(CC)c1ccc(/C=N/NC(=O)OC)c(O)c1	8%	-7%	0%	-9	?	-1%	-2%	13%	12%[9.24 µM]
CC(C)c1nnc(NC(=O)CCS(=O)(=O)c2ccccc2)s1	30%	?	16%	-105*	i	?	41%	52%[activator]	?
CCc1nc(OCCN(CC)CC)c2oc3ccccc3c2n1	-2%	2%	12%	-25	i	3%	-25%	-1%	1%
CC(=O)Nc1ccc(Nc2c([N+](=O)[O-])cc(S(C)(=O)=O)cc2[N+](=O)[O-])cc1	?	-24%	-17%	53	?	-2%	-21%	?	?
COc1ccccc1CNC(=O)CN1C(=O)CCc2cc(S(=O)(=O)N3CCOCC3)ccc21	.	.	3%	.	i	.	-2%	5%	.

Remaining list, next part.
SMILES	SW480 rereplic	HT1080-NT tox	KB-3-1 cytotox	IL1B secr inh	S2 tox	MCF10A rerep	HepG2 viability	ATXN2 expr inh	HT1080 IDH1KD tx
O=C(CCN1CCCC1)Nc1ccccc1	-1%	23%	11%	16	?	0%	6%	?	10%
O=C(O)c1ccc(Cl)c(S(=O)(=O)NC(Cc2ccccc2)C(=O)O)c1 (stereo unspecified)	4%	-3%	4%	18	i	-30%[inhibitor]	-6%	-5%	15%
Cc1ccc(S(=O)(=O)NNc2nnc(C)c(=O)[nH]2)cc1	-2%	4%	3%	6	i	?	9%	0%	4%
NC(=O)CC(NC(=O)c1ccccc1)c1ccc(N2CCN(c3ccccn3)CC2)c([N+](=O)[O-])c1 (stereo unspecified)	-4%	9%	-2%	2	i	1%	0%	-15%	12%
O=C(CCSCc1ccccc1Cl)NCc1ccco1	-2%	6%	0%	-6	i	-5%	-9%	-3%	20%
COc1ccccc1NC(=O)CN1C(=O)CC(c2ccc(C)c(C)c2)=Nc2ccccc21	.	.	-24%	.	?	.	-11%	23%	.
COc1cc(C(C(=O)NC2CCCC2)N(C(=O)c2snc(C(N)=O)c2N)c2ccccc2)cc(OC)c1OC (stereo unspecified)	?	-10%	-2%	-10	i	?	-8%	-7%	-9%
FC(F)(F)c1ccc(Sc2n[nH]c(C(F)(F)F)n2)nc1	-2%	-10%	-19%	17	i	12%	-27%	-19%	-5%
COC(=O)[C@@H](NC(=O)Nc1ccc(OC(F)(F)F)cc1)C(C)C	-2%	11%	5%	-2	?	0%	-1%	-4%	5%
COc1ccc(C(C(=O)NCCC(C)C)N(CCO)C(=O)c2snc(C(N)=O)c2N)cc1OC (stereo unspecified)	-2%	-7%	3%	-3	i	0%	7%	-3%	-8%
Cc1ccc(C(=O)O/N=C\c2ccc(N3CCOCC3)c([N+](=O)[O-])c2)cc1	?	2%	-18%	2	i	-4%	6%	-4%	?
O=C(c1cccc2cccc(O)c12)N1CCCCC1	-15%	2%	9%	29	i	-7%	4%	-25%	9%
Cc1cc(-c2cccc([N+](=O)[O-])c2)nc2ccc3ccccc3c12	?	0%	-5%	-6	i	?	1%	4%	9%
CC(C)(C)OC(=O)N[C@@H](Cc1ccccc1)C(=O)N[C@@H](CO)[C@H](O)[C@@H]1C[C@@H]1C(=O)NC1CCCCC1	3%	9%	17%	-4	i	4%	3%	3%	12%
Cc1cc(C(F)(F)F)cc(NNC(=O)NC(=O)c2ccc(Cl)cc2)n1	-45%[inhibitor]	8%	-1%	12	i	?	-10%	0%	11%
Cc1ccc([C@@H]2C[C@H]3[C@@H](CN2S(=O)(=O)c2ccc(C)cc2)C(=O)C[C@@H](c2cccc(Cl)c2)N3S(=O)(=O)c2ccc(C)cc2)cc1	.	-2%	19%	5	?	.	6%	5%	21%
Cc1cnc2c(c1SCC(=O)NCc1ccc(F)cc1)c(=O)n(C)c(=O)n2C	.	.	14%	.	i	.	4%	9%	.
O=C(OCc1cc(=O)n2nc(C3CC3)sc2n1)c1ccccc1Cl	.	.	0%	.	i	.	-42%	37%[activator]	.
CC/C(=C\C(=O)c1ccncc1)Nc1ccc(O)cc1	-3%	-1%	-18%	?	i	12%	-14%	24%	-12%
COc1ccccc1CNC(=O)COC(=O)CCN1C(=O)C2CC=CCC2C1=O (stereo unspecified)	.	-1%	-5%	-15	i	.	-17%	.	1%
COc1ccc(NC(=O)C2CCN(S(C)(=O)=O)CC2)cc1Cl	-6%	6%	3%	0	i	3%	-23%	4%	6%
CCCCCCCCSc1nnc(CSc2nc3nc(C)cc(C)n3n2)o1	-5%	-5%	?	16	i	?	-5%	-28%	12%
CC1CCN(C(=O)c2ccccc2NS(=O)(=O)c2ccccc2)CC1	8%	-9%	0%	-6	i	5%	-12%	-5%	-6%
Cc1c(CCC(=O)NCCCn2ccnc2)c(=O)oc2c(C)c3oc4c(c3cc12)CCCC4	-3%	-21%	23µM*	?	i	14%	-38%	?	-17%
S=c1[nH]nc(-c2ccccc2)n1/N=C/c1ccc(-c2ccccc2Cl)o1	1%	-14%	0%	-7	?	8.2µM*	-46%	2%	?
Cc1ccc(C(=O)COC(=O)c2c(C)cc(=O)oc2C)cc1[N+](=O)[O-]	-62%[inhibitor]	8%	3%	3	i	-3%	-2%	-4%	17%
CC1(C)SC(=S)N(/N=C/c2cccnc2)C1N(O)C(=O)Nc1ccccc1 (stereo unspecified)	-7%	10%	-5%	47	i	5%	15%	.	5%
Cc1nn(C)c(Oc2ccccc2)c1CCNC(=O)CC(C)C	-2%	-1%	-4%	57	i	1%	17%	-18%[11.3 µM]	-2%
Cn1c(=O)c2cc(S(=O)(=O)NC(C(=O)NCc3cccnc3)c3ccccc3)ccc2n(C)c1=O (stereo unspecified)	-1%	-9%	8%	6	i	0%	2%	-5%	-1%
Cc1onc(NC(=O)NC(=O)c2c(Cl)cccc2Cl)c1Br	-7%	14%	0%	14	i	-15%	-4%	-9%	30%
CCN1CCN(CCC(=O)Nc2ccc(Br)c(C)c2)CC1	?	1%	0%	8	i	?	-1%	-18%	-15%
